High-throughput results from PubChem.
NPYLR7 agonist: mosquito NPYLR7 agonism; HEK293T NPYLR7/Galpha15, GCaMP6s calcium fluorescence; activation, % at 10 µM; 270,000 compounds, 0.15% hits; in the data active = activation above about 40%;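 also: 0% = vehicle and 100% = reference agonist at the receptor; some compounds past the cut are filed as inactive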
hcGAS lum: blocks human cGAS activity | Q8N884 | recombinant h-cGAS, ATP depletion, Kinase-Glo luminescence | inhibition, % at 12.5 µM | 290,000 compounds, 0.081% hits | AID 1259398;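 also: 0% = vehicle reaction and 100% = reaction without DNA for no activity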
Target sequence (Q8N884 whole entry, looked up): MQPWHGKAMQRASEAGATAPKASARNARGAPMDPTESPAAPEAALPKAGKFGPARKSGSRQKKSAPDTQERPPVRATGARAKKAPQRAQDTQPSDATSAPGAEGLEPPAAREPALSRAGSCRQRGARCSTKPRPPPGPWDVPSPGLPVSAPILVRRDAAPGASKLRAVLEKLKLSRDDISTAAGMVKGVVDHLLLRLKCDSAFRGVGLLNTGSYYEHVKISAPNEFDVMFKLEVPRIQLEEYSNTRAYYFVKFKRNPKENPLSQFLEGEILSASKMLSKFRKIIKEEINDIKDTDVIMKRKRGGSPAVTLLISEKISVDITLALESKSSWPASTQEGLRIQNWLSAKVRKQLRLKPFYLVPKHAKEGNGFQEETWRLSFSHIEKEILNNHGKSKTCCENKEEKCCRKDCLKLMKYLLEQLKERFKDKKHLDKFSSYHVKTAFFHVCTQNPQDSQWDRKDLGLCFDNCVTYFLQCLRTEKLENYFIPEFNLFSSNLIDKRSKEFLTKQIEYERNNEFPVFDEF
mcGAS inh: mouse cGAS inhibition by luminescence; recombinant cGAS, Kinase-Glo ATP depletion luminescence; inhibition, % at 12.5 µM; 160,000 compounds, 0.15% hits;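 also: 0% = negative control wells and 100% = reference inhibitor with no enzyme activity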
An asterisk follows results filed as active; / = no result given; & = joins results of further samples. Rule as the data show it, unless noted: active = inhibition above about 40%; inactive = the rest.

The opening 5 records, ahead of the listing:
molecule,NPYLR7 agonist,hcGAS lum,mcGAS inh
Cc1ccc(CNC(=O)N2CCN(Cc3ccc4c(c3)OCO4)CC2)cc1,21.8,5.8,/
COCC(O)CN1CCCC1c1noc(C)n1 (stereo not given),-0.8,-19.9,/
CC(OC(=O)C1CCC1)C(=O)N1CCSc2ccccc21 (stereo not given),2.7,-8.4,/
CCc1ccc2c(c1)S(=O)(=O)C(C(F)(F)F)CO2 (stereo not given),-0.4,5.3,/
CN(CCO)C(=O)Nc1c[nH]c2ccccc12,2.8,-9.3,-11.8

Main list, from the start:
molecule,NPYLR7 agonist,hcGAS lum,mcGAS inh
Cc1ccc(CNC(=O)N2CCN(Cc3ccc4c(c3)OCO4)CC2)cc1,21.8,5.8,/
COCC(O)CN1CCCC1c1noc(C)n1 (stereo not given),-0.8,-19.9,/
CC(OC(=O)C1CCC1)C(=O)N1CCSc2ccccc21 (stereo not given),2.7,-8.4,/
CCc1ccc2c(c1)S(=O)(=O)C(C(F)(F)F)CO2 (stereo not given),-0.4,5.3,/
CN(CCO)C(=O)Nc1c[nH]c2ccccc12,2.8,-9.3,-11.8
CCCN(CC1CC1)C(=O)COC(=O)c1cc(S(=O)(=O)N(C)C)ccc1N1CCCC1,6.4,-7.1,-6.6
CCc1cc(N2CCN(C/C=C/c3ccccc3)CC2)n2ncnc2n1,/,-2.0,-5.0
Cc1ccccc1C(CC(=O)NCCN(C)C)c1ccccc1 (stereo not given),2.5,-6.0,/
CC(=O)c1ccccc1NC(=O)c1nn(-c2cccc(Cl)c2)nc1C,-3.5,-1.6,/
COc1ccccc1OC1CN(C(=O)C(C)n2cncn2)C1 (stereo not given),/,1.5,-13.2
O=S(=O)(c1cnc[nH]1)N1CCc2cc(Cl)cc(Cl)c2C1,7.0,4.4&-5.8,/
COc1ccc(OC)c(-n2c(C)cn3c4c(=O)n(CCCO)c(=O)n(C)c4nc23)c1,0.4,-9.2,/
CC(C)OCCNC(=O)c1cc(N2CCN(c3cccc(C(F)(F)F)c3)CC2)nc2ccccc12,2.6,-1.1,-4.1
CC(C)Cn1c2c(=O)[nH]c(=O)n(C)c2n2c(-c3c(F)cccc3Cl)nnc12,8.9,0.4,/
O=C1Nc2c(Cl)cc(Cl)cc2C1=NN=Cc1cc(Br)ccc1O,12.8,5.6,-5.1
O=C(c1ccc2c(c1)OCO2)N1CCC(n2c(-c3ccccc3)nc3ccc(F)cc32)CC1,3.0,-4.1,-6.7
COCCCN(Cc1c(-c2cccc(C)c2)noc1N1CCOCC1)C(=O)c1cccs1,-2.1,-0.3,-2.1
COCCN1CCCC2(CCN(Cc3cnc(-c4cccc5ccccc45)nc3)C2)C1 (stereo not given),14.7,-8.2,-7.8
O=C(c1cc2cc(F)ccc2[nH]1)N1CCN(C(=O)C2CC2)CC1,9.6,-10.2,-6.3
CC(Oc1ccccc1)C(=O)NC1CC2CCC(C1)N2Cc1ccc2c(c1)OCO2 (stereo not given),0.9,-7.6,-8.1
CCC1CN(Cc2cnn(CC)c2)CCC(=O)N1Cc1ccccc1 (stereo not given),2.1,-1.7,-11.3
c1cc(Nc2ccc3ncsc3c2)nc(N2CCN(Cc3ccc(-c4csnn4)cc3)CC2)n1,-2.7,5.1,/
COc1ccc(OC)c(C2CCCN2C(=O)C=Cc2ccccc2F)c1 (stereo not given),-0.9,-5.2,-5.5
CN(C)c1ncccc1CNC(=O)CC1CC2CCC1C2 (stereo not given),1.3,-0.1,/
COc1ccc(OC)c2sc(N(CCCN3CCOCC3)C(=O)c3ccc(Cl)s3)nc12,-1.5,-8.1,-8.3
CN(Cc1cccc(F)c1)C(=O)CNC(=O)c1ccoc1,3.2,-4.0,/
O=C(c1cccc2nccnc12)N1CCC(n2cc(-c3ccccc3)nn2)CC1,8.4,-2.9,/
CN(C)CCCN1C(=O)C(O)=C(C(=O)c2cccs2)C1c1cccnc1 (stereo not given),-0.3,0.4,0.2
CCCOC1CCCN(Cc2nc(-c3cccc(Cl)c3)no2)C1 (stereo not given),-1.2,-4.7,-2.7
COC(=O)c1ccc(N2C(=O)CC(N3CCC(C(=O)O)CC3)C2=O)cc1 (stereo not given),0.5,-2.1,-7.4
N#Cc1cc2c(nc1SCC(=O)c1ccc(Cl)cc1)CCCC2,-5.4,0.8,1.7
COCCN(CCC(=O)NCCc1ccccc1)c1nc(Cc2ccc(C)cc2)ns1,2.9,0.6,-1.9
Cn1c(=NC(=O)c2cc(Cl)sc2Cl)sc2cc(S(C)(=O)=O)ccc21,-0.8,-2.5,/
COC(=O)c1ccc(C(=O)OC)c(NC(=O)CCl)c1,-5.4,-5.8,-5.3
Cc1ccc(Cn2nc(C)c(C(=O)N(C)Cc3ccccc3O)c2Cl)cc1,1.6,1.2,/
Cc1ccccc1-n1c(-c2ccc(Cl)cc2)cc(C(=O)NCCCN2CCCCC2C)c1C (stereo not given),-4.9,-7.8,-3.0
CCCS(=O)(=O)Nc1ccc(N(C)C)c(CN(C(=O)c2ccccc2Cl)C2CC2)c1,2.0,-2.3,-5.5
COCCn1cc(C(=O)NCCc2ccccc2OC)c2nn(-c3ccccc3)c(=O)c-2c1,1.6,-0.4,1.9
O=C(Nc1ccc(N2CCc3ccccc3C2)c(C(=O)NC2CCCCC2)c1)c1cc(C(F)(F)F)cc(C(F)(F)F)c1,-1.2,-3.4,-4.6
O=C(O)CSc1nnc(CCc2ccccc2)n1-c1cccnc1,0.6,-3.9,-15.4
COC(=O)c1ccccc1S(=O)(=O)N1CCC2(CCCNC2)C1 (stereo not given),2.2,-1.8,/
CC1(C(=O)NC2Cc3ccccc3C2)CCN1C(=O)C/C=C/c1ccccc1 (stereo not given),-5.0,5.1,0.3
CC(C)NCc1c(-c2ccccc2)noc1N1CCN(C)CC1,9.1,-4.2,/
CC(C)c1nc(CCN(C)C(=O)C(C)N2C(=O)c3cccc4cccc2c34)no1 (stereo not given),2.5,-1.3,-14.2
O=C(O)CCc1nn2c(=O)c3ccccc3nc2s1,0.3,0.8,/
CC(=O)Nc1cc(NC(C)=O)cc(C(=O)OC2CC(C)OC2=O)c1 (stereo not given),4.9,-5.5,/
CNC(=O)CCn1cnc2c([nH]c3ccc(C)cc32)c1=O,/,-0.1,-4.6
CCNC(=O)c1cnn(-c2ccccc2Cl)c1CC,/,-0.9,-0.1
COc1ccccc1N=P12CN3CN(CN(C3)C1)C2,-3.9,-2.0,/
C[N+](C)(C)CC(=O)O,-9.0&4.8,-2.5&-1.8&-6.3,-5.0
CC(C)(C)c1ccc(C(=O)Nc2ccc(-c3noc(-c4cccc([N+](=O)[O-])c4)n3)cc2)cc1,-3.0,-7.7,/
O=C1CN(CC(=O)c2c[nH]c3ccccc23)CCN1,-4.8,3.2,-0.9
Cc1c(NCc2ccccn2)cccc1C(=O)N1Cc2ccccc2C1,19.0,-4.1,-9.5
Cc1ccc(NS(=O)(=O)c2ccccc2)cc1S(=O)(=O)Nc1ccc(F)cc1,0.2,-9.8,-4.8
O=C1N(Cc2ccccc2)c2ccccc2OC1(F)F,2.3,-3.7,-2.6
COc1cccc(-c2nn(CC(=O)N(C)c3ccccc3)c(=O)c3nc(C)sc23)c1,4.5,-3.3,-7.8
O=S(=O)(Cc1ccccc1CN1CCOC(C(F)(F)F)C1)c1ccccc1 (stereo not given),2.6,-3.7,/
O=C(O)C(Cc1ccccc1)N1C(=O)C2C3C=CC(C4CC34)C2C1=O (stereo not given),0.7,-6.7,-8.5
CN(Cc1ncc[nH]1)Cc1cccn1S(=O)(=O)c1ccccc1,0.5,-3.7,/
CCc1c(C(=O)N2CCNC(=O)C2)cnn1-c1cccc(Cl)c1,-4.2,-4.3,-7.3

Continued:
molecule,NPYLR7 agonist,hcGAS lum,mcGAS inh
COC(=O)c1ccc(-c2nc(CN(C)CC3COc4ccccc4O3)c(C)o2)cc1 (stereo not given),8.9,-12.7,-10.7
COC(=O)[C@@H]1C[C@@H](NC(=O)c2cc(C)nc(C)n2)CN1C,15.3,-7.3,/
CCSC(C)CC1C/C(=N\O)c2c(C)noc2C1 (stereo not given),-0.3,-5.3,/
CCOC(=O)CC1(C)OCC(CN2CCCCC2)O1 (stereo not given),-8.8,-2.5,-6.1
Cc1nc(C(=O)N(c2cccc3cccnc23)C2CCCC2)cs1,-1.7,0.7,/
CCOC(=O)N1CCN(c2c(N(C)C3CCCCC3)c(=O)c2=O)CC1,2.5,-10.4,-3.2
CCc1nc2n(n1)C(=O)C(C(c1cccc(Br)c1)N1CCCC1)S2 (stereo not given),-2.0,-10.9,-8.0
CC(C)CC(=O)NC(=S)NCc1ccccc1,8.4,-0.5,-7.7
Cc1ccc2nc(C)c(NC(=O)CCCc3ccccc3)c(=O)n2c1,-2.2,-0.3,/
CC(C)c1nnsc1CNC(=O)c1cc(COc2ccccc2)[nH]n1,4.3,-7.1,-12.0
Cc1cccnc1NC(=O)Nc1c[nH]c2ccccc12,3.5,-5.8,-5.9
Cc1nc(C)c(C(=O)N2CCC3(CCCN(CC(C)(C)C)C3=O)C2)s1 (stereo not given),24.0,-7.6,/
CCn1nc(C)c(C(=O)N2CCc3c(nc(-c4ccccn4)[nH]c3=O)C2)c1C,7.1,-8.1,/
Cc1cc(C2CCC2)nc(N(C)Cc2cc(-c3ccccn3)no2)n1,20.9,-6.9,/
NC(=O)c1c(NC(=O)COC(=O)c2ccc([N+](=O)[O-])o2)sc2c1CCC2,8.5,4.6,-0.4
COc1ccc2ccccc2c1-c1nc2ccccc2c(=O)n1CCc1ccc(F)cc1,1.1,-8.5,-11.6
c1cc(N2CCOCC2)ccc1-c1cnc2c(c1)CCN2,16.7,-11.1,/
COc1cccc(C(CN2CCN(C(=O)c3c(F)cccc3F)CC2)OCc2ccc(C#N)cc2)c1 (stereo not given),3.3,-9.8,-6.7
CCCCS(=O)(=O)NNc1cc(C(F)(F)F)ccc1Cl,4.5,-0.5,-2.0
CCOc1ccc(CN(Cc2cccc(C(F)(F)F)c2)Cc2nc(C(=O)NCC3CCCO3)co2)cc1 (stereo not given),7.6,2.9,-3.1
CNCC[C@@H](Oc1ccccc1C)c1ccccc1,-10.8,-7.4,/
Cc1cccc(NC(=O)Cc2csc(NC(=O)c3ccoc3C)n2)n1,4.3,-0.2,/
CCOc1ccc(NC(=O)CSc2nc3c(-c4ccccc4)c[nH]c3c(=O)[nH]2)cc1,-4.7,-5.3,-8.3
Cc1cc(C)n(CC(=O)Nc2ccccc2N2CCCC2)n1,-3.5,-4.4,-6.8
Cc1nnc(SCCCNC(=O)C2Cc3ccccc3CN2C)s1 (stereo not given),2.5,-6.1,/
Cc1ccc2nc(CN(C)C(=O)c3cn4cccnc4n3)[nH]c2c1,-2.0,-3.2,/
O=C(c1cc(-c2ccccc2F)n[nH]1)N1CCOC2(CNCCOC2)C1 (stereo not given),-0.7,-4.8,-0.5
COc1cc(C2Nc3ccccc3N=C3CC(c4ccc(OC)c(OC)c4)CC(=O)C32)ccc1O (stereo not given),-7.8,-5.8,-3.0
N#CC(=C(O)CSc1nc2ccccc2s1)c1nc2ccccc2s1,0.1,-3.5,/
Cn1nc2n(c1=O)CC(C(=O)N1CCC(Cc3cccc(C(=O)O)c3)CC1)CC2 (stereo not given),2.7,0.8,0.8

Copied from the entries so far for reference:
molecule,NPYLR7 agonist,hcGAS lum,mcGAS inh
COC(=O)c1ccc(-c2nc(CN(C)CC3COc4ccccc4O3)c(C)o2)cc1 (stereo not given),8.9,-12.7,-10.7
COC(=O)[C@@H]1C[C@@H](NC(=O)c2cc(C)nc(C)n2)CN1C,15.3,-7.3,/
CCSC(C)CC1C/C(=N\O)c2c(C)noc2C1 (stereo not given),-0.3,-5.3,/

(more compounds)
molecule,NPYLR7 agonist,hcGAS lum,mcGAS inh
CC1=NN(c2ccccc2)C(=O)/C1=C\C=C\c1cccc([N+](=O)[O-])c1,-0.6,-0.7,-1.1
COc1ccc2nc(N(CCCN3CCOCC3)C(=O)c3cccc([N+](=O)[O-])c3)sc2c1,-1.3,-3.5,-6.3
COc1ccc(C(CC(=O)NCCCN2CCOCC2)c2c[nH]c3ccccc23)c(OC)c1 (stereo not given),21.0,-10.0,-5.4
O=C(COc1ncnc2c(Cl)cc(Cl)cc12)c1ccc[nH]1,-0.6,4.4,-0.8
Cc1ccc(Cl)cc1N=Cc1nc(-c2ccc(Br)cc2)oc1O,-4.1,-4.0,/
Cc1ccc(S(=O)(=O)NCC2CCC2)cc1C(F)(F)F,6.7,-11.7,/
CCOc1ccc(-c2cc(C(=O)NCc3c(Cl)cccc3Oc3ccccc3)c3ccccc3n2)cc1,23.1,-10.4,-9.0
O=C(O)c1cccc(-c2ccc(C(=O)N3CCC(Oc4cccnc4)CC3)cn2)c1,13.2,-3.5,/
O=c1c2nnn(-c3ccc(Cl)cc3)c2ncn1C/C=C/c1ccccc1,-2.6,-5.4,-9.0
O=S(=O)(NCc1cn2ccccc2n1)c1ccc(F)cc1,4.5,-4.1,/
NC(=O)COc1ccc2oc(=O)cc(-c3cc4ccccc4o3)c2c1,0.5,-3.0,-6.6
CCOCCCN(CC(=O)N(Cc1cccn1Cc1ccc(F)cc1)C1CCCCC1)C(=O)C1C[C@H]1c1ccccc1 (stereo not given in full),/,-7.4,-5.8
